15-hLO-2 inh – qHTS Assay for Inhibitors of 15-hLO-2 (15-human lipoxygenase 2) | Polyunsaturated fatty acid lipoxygenase ALOX15B (Homo sapiens), O15296 | purified 15hLO-2, xylenol orange hydroperoxide absorbance | Potency, µM (highest dose often 57.1 µM), inactives show top-dose activity change, negative = inhibition, actives largely listed as inhibitors | 0.56% of 110,000 active | AID 881, 2007; note: potency is the fitted concentration of half-maximal effect; nearly all actives have a fitted effect of over 60% in size; many of its hits are not listed in these tables
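Purified human 15hLO-2 (50 nM) preincubated 15 min with compound, then 45 uM arachidonic acid for 90 min at RT in 25 mM Hepes pH 7.5, 0.01% Triton X-100. Hydroperoxide detected by Fe-xylenol orange; 573/405 nm absorbance ratio.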
IMPase cell inh – qHTS Assay for Identifying the Cell-Membrane Permeable IMPase Inhibitors; inhibition (IP1 accumulation), % at 46.1 µM; AID 901, 2007; 120,000 tested, under 10 active; CHO-M1 cells, IP1 accumulation, HTRF TR-FRET ratio; Inositol monophosphatase 1 (Rattus norvegicus), P97697; active = well fitted curve in the direction sought with a large enough effect in the signal ratio, not every such curve was filed as active; inconclusive = small, poorly fitted or top-dose-only effect, or a change in a side signal; inactive = no such curve, though single readings can be large or run the other way; the % refers to the signal ratio;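 note: cells stimulated with carbachol in lithium chloride buffer; plate controls were DMSO basal wells for no effect and reference inhibitor wells for full effect; higher means more IMPase inhibition seen as more IP1 and lower FRET ratio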
Target sequence (P97697 whole entry, looked up): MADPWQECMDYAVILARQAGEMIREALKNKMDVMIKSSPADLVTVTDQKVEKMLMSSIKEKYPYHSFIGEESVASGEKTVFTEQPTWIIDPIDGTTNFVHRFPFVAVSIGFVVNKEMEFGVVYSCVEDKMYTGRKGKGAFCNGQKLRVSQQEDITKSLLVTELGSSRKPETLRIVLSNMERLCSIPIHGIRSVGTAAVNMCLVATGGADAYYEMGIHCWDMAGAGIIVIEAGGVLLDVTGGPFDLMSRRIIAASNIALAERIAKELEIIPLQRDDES
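CHO-M1 cells (CHO stably expressing M1 receptor), compound up to 46 uM final, stimulated with carbachol (50 uM as added) in buffer with 50mM LiCl, pH 7.4, 30 min at 37C. Cytosolic IP1 read by TR-FRET; AC50 from Hill fits.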
PNC assembly inh – High Content Assay for Compounds that inhibit the Assembly of the Perinucleolar Compartment; AID 2417, 2010; PC3M PTB-GFP, PNC prevalence imaging, 16 h; hits give low values; activity change (PNC), negative = inhibition, % at 10 µM; 3.1% of 140,000 active;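 active = readout at or below -70, meaning at least 70% loss of cells showing the perinucleolar compartment, a nuclear body marking cancer cells; inconclusive = readout between -30 and a set limit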;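 note: plate controls were DMSO wells for no effect and camptothecin positive control wells for full effect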
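PC3M cells stably expressing PTB-GFP, 750–1000 cells/well, treated 16 h at 37 °C with compound (23 nl of library stock), in duplicate. After paraformaldehyde fixation and Hoechst stain, imaged at 20x; PNC prevalence scored by image analysis.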
ALOX12 inhib – qHTS Assay for Inhibitors of 12-hLO (12-human lipoxygenase). purified 12-hLO, xylenol orange hydroperoxide absorbance. Polyunsaturated fatty acid lipoxygenase ALOX12 (Homo sapiens), P18054. Potency, µM (doses to about 57.1 µM), inactives show at the top dose activity change, negative = inhibition, actives largely listed as inhibitors. 0.12% of 150,000 active; note: potency is the fitted concentration of half-maximal effect; nearly all actives have a fitted effect of over 55% in size; many of its hits are not listed in these tables
Target sequence (P18054 whole entry, looked up): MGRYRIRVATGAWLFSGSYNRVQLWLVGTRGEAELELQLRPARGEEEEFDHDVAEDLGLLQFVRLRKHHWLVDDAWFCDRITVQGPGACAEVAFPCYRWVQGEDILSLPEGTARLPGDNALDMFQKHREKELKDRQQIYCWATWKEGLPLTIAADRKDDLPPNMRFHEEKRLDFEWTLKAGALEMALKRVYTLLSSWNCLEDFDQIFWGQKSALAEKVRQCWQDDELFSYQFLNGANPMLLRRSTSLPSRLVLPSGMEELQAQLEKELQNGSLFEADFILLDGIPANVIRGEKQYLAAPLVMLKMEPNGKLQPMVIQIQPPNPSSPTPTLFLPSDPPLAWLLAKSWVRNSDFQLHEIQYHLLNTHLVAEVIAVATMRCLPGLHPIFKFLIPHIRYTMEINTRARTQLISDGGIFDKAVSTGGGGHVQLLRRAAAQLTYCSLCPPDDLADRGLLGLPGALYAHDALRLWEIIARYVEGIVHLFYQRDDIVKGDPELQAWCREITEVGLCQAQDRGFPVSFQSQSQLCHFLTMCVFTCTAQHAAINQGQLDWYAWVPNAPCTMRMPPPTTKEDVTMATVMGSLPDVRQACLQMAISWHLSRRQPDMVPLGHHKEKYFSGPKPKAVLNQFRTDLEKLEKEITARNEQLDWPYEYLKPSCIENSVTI
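Xylenol orange chromogenic assay: hydroperoxide from 12hLO oxidises Fe(II), giving red-shifted Fe(III)-XO absorbance. Conditions: 150 nM enzyme, 40 uM arachidonic acid, 25 mM Hepes pH 7.0, 0.01% Triton X-100, 30 min, room temperature.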
Active calls of the source: *; [ ] = remark or other dose. Unless noted, calls come from the whole dose curve; as a rule, active = well fitted curve in the direction sought with a large enough effect; inconclusive = small, poorly fitted or top-dose-only effect, or another doubt; inactive = no such curve, though single readings can be large; an effect the other way counts as inactive or inconclusive. Unless noted, % is set by controls: 0 for no effect and ±100 for the full control effect. Not all compounds are listed, so the mix of outcomes need not match the whole.

Results for CCN1CCCC(OC(=O)Nc2ccccc2)C1 (stereo not given) ?
15-hLO-2 inh: 23%; IMPase cell inh: 9; PNC assembly inh: -10; ALOX12 inhib: -8%

What do the screens show for `CCOC(=O)N1CCN(S(=O)(=O)c2cccc3cccnc23)CC1`?
15-hLO-2 inh: -5%; IMPase cell inh: 3; PNC assembly inh: 19; ALOX12 inhib: -4%

What do the screens show for `CCOC(=O)C1CCN(C(=O)CCc2c(C)nc3ncnn3c2C)CC1`?
15-hLO-2 inh: -4%; IMPase cell inh: -3; PNC assembly inh: 47; ALOX12 inhib: -1%

Results for CC(C)Sc1nc2c(c(=O)n(C)c(=O)n2C)n1C ?
15-hLO-2 inh: -2%; IMPase cell inh: 21; PNC assembly inh: 13; ALOX12 inhib: -3%

How did CC(C)C(c1nnnn1Cc1ccco1)N1CCN(c2nc3ccccc3s2)CC1 (stereo not given) do in these assays?
15-hLO-2 inh: -8%; IMPase cell inh: 11; PNC assembly inh: 30; ALOX12 inhib: -7%

How did Cc1ccc2c(c1)c1ncn(CCC3=CCCCC3)c(=O)c1n2C do in these assays?
15-hLO-2 inh: 8%; IMPase cell inh: -5; PNC assembly inh: -27; ALOX12 inhib: 2%

Results for CCCNC(=O)Cc1c(O)c2ccccc2[nH]c1=O ?
15-hLO-2 inh: 11%; IMPase cell inh: -2; PNC assembly inh: 24; ALOX12 inhib: 7%

Results for COc1ccc(C(C[N+](=O)[O-])C2(c3ccc(OC)c(OC)c3)C(=O)c3ccccc3C2=O)cc1 (stereo not given) ?
PNC assembly inh: -24; ALOX12 inhib: -3%

Results for CCCCCC1CCC(C(=O)O)CC1 (stereo not given) ?
15-hLO-2 inh: -13%; IMPase cell inh: 21; PNC assembly inh: 20; ALOX12 inhib: -7%

How did CC(C)c1ccc(Nc2nnc(SCC(=O)c3nnc(-c4ccccc4)o3)s2)cc1 do in these assays?
PNC assembly inh: -17; ALOX12 inhib: -6%

Results for COc1ccc(-c2cc(C(F)(F)F)c(C#N)c(SCC(=O)Nc3ccccc3C#N)n2)cc1 ?
15-hLO-2 inh: inconclusive; IMPase cell inh: inconclusive; PNC assembly inh: -8; ALOX12 inhib: -4%

How did O=C(c1cc(C2CC2)nc2ccc(Br)cc12)N1N=C(C(F)F)CC1(O)C(F)F (stereo not given) do in these assays?
IMPase cell inh: -9; PNC assembly inh: 27; ALOX12 inhib: 1%

Results for CCn1cc(C(=O)N2CCc3ccccc32)c(=O)c2cc(S(=O)(=O)N3CCCC3)ccc21 ?
PNC assembly inh: 61; ALOX12 inhib: 2%

What do the screens show for `Cc1ccc(S(=O)(=O)N(CC(=O)N2CCC(C)CC2)Cc2ccccc2F)cc1`?
15-hLO-2 inh: 1%; IMPase cell inh: 3; PNC assembly inh: 11; ALOX12 inhib: -5%

What do the screens show for `COC(=O)c1cc(C#N)c(Oc2ccccc2OC)nc1C`?
15-hLO-2 inh: 1%; IMPase cell inh: -3; PNC assembly inh: inconclusive; ALOX12 inhib: -2%

Results for O=c1c2c3c(sc2nc(NCCO)n1CCc1ccccc1)CCCCC3 ?
IMPase cell inh: -7; PNC assembly inh: -28; ALOX12 inhib: -5%

Results for COc1ccc(NC(=O)C(F)(F)F)cc1OC ?
15-hLO-2 inh: 1%; IMPase cell inh: 10; PNC assembly inh: -12; ALOX12 inhib: -1%

How did COc1ccc(Oc2ncc3nc(-c4ccccc4)c(=O)n(Cc4cccs4)c3n2)cc1 do in these assays?
15-hLO-2 inh: -5%; ALOX12 inhib: 9%

How did CC1CCN(C(=O)CSc2nnc(-c3cccnc3)n2C2CCCCC2)CC1 do in these assays?
15-hLO-2 inh: 2%; IMPase cell inh: -18; PNC assembly inh: -2; ALOX12 inhib: 6%

How did CC(C)(C)c1cc(NC(=O)CSc2nnc(N)s2)n(-c2ccccc2)n1 do in these assays?
IMPase cell inh: -7; PNC assembly inh: inconclusive; ALOX12 inhib: 0%

How did Cc1cc(N2CCCC(C(=O)Nc3ccc4c(c3)CCC4)C2)n2ncnc2n1 (stereo not given) do in these assays?
15-hLO-2 inh: 0%; IMPase cell inh: 9; PNC assembly inh: -3; ALOX12 inhib: 5%

What do the screens show for `Cc1ccc(-n2nc(C)cc2Nc2ncc(Cl)cc2Cl)cc1`?
IMPase cell inh: 8; PNC assembly inh: -16; ALOX12 inhib: -6%

How did Cc1ccc(OCC(=O)NN=C2c3ccccc3-c3ccccc32)cc1 do in these assays?
15-hLO-2 inh: 1%; IMPase cell inh: 7; PNC assembly inh: 7; ALOX12 inhib: -1%

Results for Nc1ccc(N2CCCCCC2)cc1 ?
15-hLO-2 inh: 13µM*; IMPase cell inh: 4; PNC assembly inh: inconclusive; ALOX12 inhib: -26%

What do the screens show for `COc1cc(OC)nc(NC(=O)CSc2nc3ccccc3[nH]2)n1`?
15-hLO-2 inh: 3%; IMPase cell inh: -2; PNC assembly inh: 33; ALOX12 inhib: 1%

Results for COCCCN(C(=S)Nc1cc(C)cc(C)c1)C(C)c1ccncc1 (stereo not given) ?
PNC assembly inh: 62; ALOX12 inhib: 0%

How did CCOC(=O)c1ccccc1NC(=O)CSc1nc2ccccc2o1 do in these assays?
15-hLO-2 inh: -4%; IMPase cell inh: 10; PNC assembly inh: -4; ALOX12 inhib: -1%

How did Cc1oc(-c2ccccc2)nc1CS(=O)CC(=O)O (stereo not given) do in these assays?
15-hLO-2 inh: -9%; IMPase cell inh: 7; PNC assembly inh: 28; ALOX12 inhib: 3%

How did S=C(Nc1ccc(OCc2ccccc2)cc1)Nc1cccc(Cl)c1Cl do in these assays?
IMPase cell inh: inconclusive; PNC assembly inh: -1; ALOX12 inhib: -2%

Results for CCOC(=O)c1ccccc1NC(=O)Cn1cnc2c(cnn2-c2ccc(F)cc2)c1=O ?
15-hLO-2 inh: 3%; IMPase cell inh: -14; PNC assembly inh: 0; ALOX12 inhib: 0%

Results for O=C(CCc1ccccc1)Nc1ccc2c(c1)OCCO2 ?
15-hLO-2 inh: -10%; IMPase cell inh: -1; PNC assembly inh: -15; ALOX12 inhib: -3%

How did O=C(Nc1cc(Sc2nc3ccccc3s2)cc([N+](=O)[O-])c1)c1ccccc1 do in these assays?
IMPase cell inh: 14; PNC assembly inh: 90; ALOX12 inhib: -8%

What do the screens show for `NS(=O)(=O)c1ccc(N=Nc2c[nH]c(=O)c(O)c2)cc1`?
15-hLO-2 inh: -3%[11.4 µM]; ALOX12 inhib: -17%[11.4 µM]

Results for Cc1ccc2cc(C(c3nnnn3C(C)(C)C)N3CCCC3)c(=O)[nH]c2c1C (stereo not given) ?
15-hLO-2 inh: 1%; IMPase cell inh: 1; PNC assembly inh: 21; ALOX12 inhib: -6%

Results for CC(=O)Nc1cc(C(=O)c2ccccc2)ccc1N1CCOCC1 ?
15-hLO-2 inh: 1%[11.4 µM]; IMPase cell inh: 10[1.84 µM]; PNC assembly inh: 12; ALOX12 inhib: 1%

Results for O=C(c1ccco1)N1CCC[C@@]2(CCN(c3cccc(-c4ccccc4)c3)C2)C1 ?
15-hLO-2 inh: -28%; ALOX12 inhib: -24%

What do the screens show for `COc1ccc(C)cc1S(=O)(=O)N(CC(=O)Nc1cc([N+](=O)[O-])ccc1C)c1ccc(C)c(C)c1`?
PNC assembly inh: -18; ALOX12 inhib: 1%

Results for COC(=O)c1cccc(OC(N)=O)c1 ?
15-hLO-2 inh: -8%; IMPase cell inh: -4; PNC assembly inh: inconclusive; ALOX12 inhib: 2%

What do the screens show for `CCOC(=O)Cc1csc(NC(NC(=O)OCC)(C(F)(F)F)C(F)(F)F)n1`?
15-hLO-2 inh: 7%; IMPase cell inh: -5; PNC assembly inh: 44; ALOX12 inhib: 0%

What do the screens show for `Cc1ccc(-c2c3c(=O)n(C)c(=O)n(C)c3cn2-c2ccccc2O)cc1`?
15-hLO-2 inh: inconclusive; IMPase cell inh: -8; PNC assembly inh: inconclusive; ALOX12 inhib: -10%

Results for COC(=O)CCC(C)C1CCC2C3C(O)C[C@@H]4CC(O)CC[C@@]4(C)C3CC(O)[C@]12C (stereo not given in full) ?
15-hLO-2 inh: -13%; ALOX12 inhib: 2%

How did Cc1ccc(NC2c3ncccc3C(=O)N2C2CCCCC2)cc1 (stereo not given) do in these assays?
15-hLO-2 inh: -18%; IMPase cell inh: 3; PNC assembly inh: 58; ALOX12 inhib: -4%

How did COC(=O)c1c[nH]n2c(=O)cc(CCl)nc12 do in these assays?
15-hLO-2 inh: 7%[11.4 µM]; IMPase cell inh: 11[1.84 µM]; PNC assembly inh: 20; ALOX12 inhib: 3%

How did CC1(C)CC(=O)C2=C(C1)OC(/N=C/N1CCOCC1)=C(C#N)C2c1ccccc1 (stereo not given) do in these assays?
15-hLO-2 inh: -2%; IMPase cell inh: -3; PNC assembly inh: 20; ALOX12 inhib: -6%

Results for COc1ccc2c(C)cc(C)nc2n1 ?
15-hLO-2 inh: -5%[11.4 µM]; ALOX12 inhib: -6%[11.4 µM]

What do the screens show for `Cc1cc2oc(=O)cc(-c3ccccc3)c2c(C)c1-c1ccc(CO)cc1`?
15-hLO-2 inh: -29%[0.0915 µM]; ALOX12 inhib: -3%[0.00818 µM]

Results for NC(=O)NC(=O)COC(=O)CN1C(=O)C2CCCCC2C1=O (stereo not given) ?
IMPase cell inh: -4; PNC assembly inh: 64; ALOX12 inhib: 2%

What do the screens show for `CN1CC(=O)Nc2ccc(F)cc2C1=O`?
15-hLO-2 inh: 3%; IMPase cell inh: 6; PNC assembly inh: inconclusive; ALOX12 inhib: -4%

What do the screens show for `O=C(CCSc1ccc(F)cc1)Nc1ccc(-n2cnnn2)cc1`?
15-hLO-2 inh: 1%; IMPase cell inh: -4; PNC assembly inh: 18; ALOX12 inhib: -3%

Results for COC(=O)/C=C1\OC(c2ccccc2)=CC1=O ?
PNC assembly inh: -13; ALOX12 inhib: -3%

What do the screens show for `CC1(C)C([N+](=O)[O-])C(c2ccc(O)cc2)NC(c2ccc(O)cc2)C1[N+](=O)[O-]` (stereo not given)?
PNC assembly inh: -29; ALOX12 inhib: -3%

Results for O=C(Cn1cncn1)N/N=C/c1c2ccccc2cc2ccccc12 ?
15-hLO-2 inh: -12%; IMPase cell inh: 8; PNC assembly inh: -18; ALOX12 inhib: -21%

Results for COc1ccccc1N1CCN(C(=O)CN(c2ccc(C)c(C)c2)S(C)(=O)=O)CC1 ?
15-hLO-2 inh: -1%; IMPase cell inh: 4; PNC assembly inh: inconclusive; ALOX12 inhib: 9%

What do the screens show for `Cc1ccc(NCN2C(=O)C3C4C=CC(C4)C3C2=O)cc1` (stereo not given)?
15-hLO-2 inh: -1%; IMPase cell inh: -9; PNC assembly inh: 19; ALOX12 inhib: -5%

Results for CC(=O)c1nn(-c2ccc(Br)cc2)cc1C(=O)c1ccccc1 ?
PNC assembly inh: -13; ALOX12 inhib: 2%

How did Cc1ccc(-n2ncc3c(=O)[nH]c(SCC(=O)N4CCOCC4)nc32)cc1 do in these assays?
15-hLO-2 inh: 0%; IMPase cell inh: 3; PNC assembly inh: 44; ALOX12 inhib: 4%

Results for COc1ccc(/C=C/C(=O)Nc2cc(C)nn2-c2nc3ccccc3[nH]2)cc1 ?
IMPase cell inh: -2; PNC assembly inh: inconclusive; ALOX12 inhib: -3%

Results for COc1cccc(-c2nc(-c3ccc(NC(=O)c4cccs4)cc3)no2)c1 ?
15-hLO-2 inh: 6%; IMPase cell inh: 3; PNC assembly inh: 42; ALOX12 inhib: -1%

Source: PubChem (National Center for Advancing Translational Sciences (NCATS))
